KCNK3 inh: human KCNK3 channel inhibitors, primary screen, CHO cells, FluxOR thallium flux, B-score | FluxOR fluorescence; hits give low values | actives 0.84% (n = 340,000) | B-score at 10 µM | AID 602410, 2012 | Potassium channel subfamily K member 3 (Homo sapiens), O14649;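 active means B-score under library mean minus 4 SD, starting fluorescence ratio at most library mean plus 5 SD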;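 further: more negative B-score means stronger inhibition of thallium flux through KCNK3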
Target sequence (O14649 whole entry, looked up): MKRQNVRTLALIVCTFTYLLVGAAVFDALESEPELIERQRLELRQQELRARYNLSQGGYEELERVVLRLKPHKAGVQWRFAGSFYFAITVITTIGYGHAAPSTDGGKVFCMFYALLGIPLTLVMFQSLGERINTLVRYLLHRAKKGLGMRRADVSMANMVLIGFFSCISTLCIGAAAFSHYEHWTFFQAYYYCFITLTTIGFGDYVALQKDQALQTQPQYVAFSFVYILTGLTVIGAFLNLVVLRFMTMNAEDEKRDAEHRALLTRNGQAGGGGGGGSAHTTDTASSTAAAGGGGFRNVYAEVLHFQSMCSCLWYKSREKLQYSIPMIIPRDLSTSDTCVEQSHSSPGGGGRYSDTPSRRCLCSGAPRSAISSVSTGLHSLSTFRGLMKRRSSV
TMEM16A act: TMEM16A chloride channel activators or potentiators, primary screen, cell-based, HTS; HEK293 TMEM16A/YFP-H148Q/I152L, iodide quench fluorescence; hits give low values; B-score at 10 µM; actives 0.3% (n = 340,000); Anoctamin-1 (Mus musculus), Q8BHY3;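 active means fluorescence-ratio B-score plate-corrected deviation score at least 3 library SD below zero, with starting fluorescence score within 5 deviations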;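 further: channel opened by trigger with iodide after compound preincubation; score built on the fluorescence ratio of max minus min over baseline; more negative score means more quench and so TMEM16A activation or potentiation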
* hit, by the source's call; i = inactive; nt = no result given.

| Molecule | KCNK3 inh | TMEM16A act |
| --- | --- | --- |
| CCN(CC)C(=O)[C@H]1C[C@H](CC(=O)NCc2ccco2)C(=O)N2CCc3c([nH]c4cc(-c5ccco5)ccc34)[C@]12C | i | nt |
| CCN1C[C@@H]2[C@@H]3C(=O)N(C)C(=O)[C@@H]3[C@](CC)(C(=O)OC)N2C1=NC | i | nt |
| Cc1ccc(C)c(N2CCN(C(=O)CCc3nc(-c4ccccc4Br)no3)CC2)c1 | i | nt |
| Cc1ccc(NC(=O)Cn2c(=O)ccn(Cc3ccccc3)c2=O)cc1S(=O)(=O)N1CCOCC1 | i | nt |
| COCC(=O)N(C)C[C@H]1N[C@@](C)(C(=O)OC)[C@H]2C(=O)N(C)C(=O)[C@@H]12 | i | nt |
| COc1ccc2[nH]c3c(c2c1)CCN1C(=O)C(CC(=O)NCc2ccc(OC)c(OC)c2)C[C@H](C(=O)N2CCOCC2)[C@@]31C (some centres not stated) | i | nt |
| CC(OC(=O)c1c[nH]c2ccccc12)C(=O)N1CCCC1 (configuration not stated) | i | nt |
| C[C@]12c3[nH]c4cc(-c5ccco5)ccc4c3CCN1C(=O)[C@@H](CC(=O)NCCCn1ccnc1)C[C@@H]2C(=O)N1CCCCC1 | i | nt |
| CC(C)N(C(=O)[C@H]1CC(CC(=O)NCCCn2ccnc2)C(=O)N2CCc3c([nH]c4ccccc34)[C@]12C)C(C)C (some centres not stated) | i | nt |
| CN(C)CCCNC(=O)C[C@H]1C[C@H](C(=O)N2CCOCC2)[C@@]2(CCC3CCCC3)c3[nH]c4cc(-c5ccco5)ccc4c3CCN2C1=O | i | nt |
| CN1OC[C@@H]2CN(C(=O)CCc3ccccc3)[C@H](c3cccc(-c4ccc(C#N)cc4)c3)C[C@@H]21 | i | nt |
| COc1cc([C@@H]2CC=C(C(=O)O)[C@H](c3ccc(C)cc3)N2S(=O)(=O)c2ccc(C)cc2)cc(OC)c1OC | i | nt |
| Cc1ccc(C)c(N2CCN(C(=O)CCc3nc(-c4ccccc4)no3)CC2)c1 | i | nt |
| CC[C@]12c3[nH]c4cc(-c5ccco5)ccc4c3CCN1C(=O)[C@@H](CC(=O)NCCc1ccccn1)C[C@@H]2C(=O)N1CCN(C(=O)C2CC2)CC1 | i | nt |
| CC(C)(C)OC(=O)N(Cc1ccccc1)Cc1cccc(OCc2cccc(NC(=O)C3CC3)c2)c1 | i | nt |
| O=C(N1CCc2cc(S(=O)(=O)NC[C@H]3O[C@@H](n4ccc(=O)[nH]c4=O)[C@H](O)[C@@H]3O)ccc2C1)C(F)(F)F | i | nt |
| COC(=O)[C@@]1(C)[C@H]2C(=O)N(C)C(=O)[C@H]2[C@H]2CN=C(SCc3ccc(Cl)cc3)N21 | i | nt |
| NC(=O)c1ncn([C@@H]2O[C@H](CNCc3cc(Cl)ccc3OCc3ccc(Cl)cc3)[C@@H](O)[C@H]2O)n1 | i | nt |
| CN(CCc1ccccc1)C(=O)c1cccc(NC(=O)Cc2cccc(NC(=O)C3CCCN(S(=O)(=O)c4cccc([N+](=O)[O-])c4)C3)c2)c1 (configuration not stated) | i | nt |
| CN(C(=O)c1ccc(NC(=O)Cc2cccc(NC(=O)C3CCN(C(=O)C4CCC4)CC3)c2)cc1)C1CC1 | i | nt |
| C[C@H]1NC(=O)[C@]2(C)[C@@H](c3ccccc3)[C@H]3COc4ccccc4[C@H]3N2C1=O | i | nt |
| COC(=O)c1c(C)[nH]c(C(=O)COC(=O)c2c(C)noc2C)c1C | i | nt |
| COC(=O)c1c(C)[nH]c(C(=O)OCc2csc(CC(=O)Nc3ccccc3C)n2)c1C | i | i |
| CCOc1ccc(CN(C)C(=O)c2ccc3c(c2)NC(=O)C(C)S3)cc1OC (configuration not stated) | i | i |
| C=CCC[C@@H](Cc1ccc(F)cc1)C(=O)OC[C@@H](NC(=O)[C@@H](CC=C)CC(=O)N(CCO)Cc1ccccc1)c1ccccc1 | i | i |
| Cc1noc(C)c1NC(=O)N(C)C[C@H]1Oc2c(NS(=O)(=O)c3cccs3)cccc2C(=O)N([C@H](C)CO)C[C@@H]1C | i | i |
| O=C(CCNS(=O)(=O)c1ccccc1Cl)N1CCN(c2ccccn2)CC1 | i | i |
| CC(=O)Nc1ccc(S(=O)(=O)NCC(=O)OCC(=O)NNC(=O)c2ccccc2)cc1 | i | i |
| CCN(CC)C(=O)CN1C(=O)C2(OCC(C)(C)CO2)c2ccccc21 | i | i |
| CCOC(=O)[C@H]1[C@H]2COc3ccc(OC)cc3[C@H]2N2C(=O)CNC(=O)[C@@]12C | i | i |
| N#CCCN(C(=O)CSc1n[nH]c(=O)[nH]c1=O)c1ccccc1 | i | i |
| CCCn1c(N)c(C(=O)CSc2nc3ncc(Cl)cc3[nH]2)c(=O)[nH]c1=O | i | i |
| COc1ccc(F)cc1C1=CC(=O)C[C@H](c2ccc3c(c2)OCO3)C1 | i | i |
| O=C(C[C@H]1C/C=C\C[C@H](Cc2ccc(F)cc2)C(=O)O[C@@H](c2ccccc2)CNC1=O)N[C@H](CO)Cc1ccccc1 | i | i |
| O=C(CSc1n[nH]c(-c2ccc(Br)cc2)n1)NC1CCCC1 | i | i |
| [O-]/[N+](=C\c1ccccc1)c1ccc(Br)cc1 | i | i |
| O=C(COC(=O)COc1ccccc1)Nc1ncc(Cl)cc1Cl | i | i |
| Cc1sc2ccccc2c1CNC[C@H]1O[C@@H](n2cnc3c(N)ncnc32)[C@H](O)[C@@H]1O | i | i |
| CC(=O)OC1CCC2C3CCC4OC(=O)CCC4C3CCC12C (configuration not stated) | i | i |
| Cc1cccc(-c2nnc(-c3ccc4ccccc4c3)o2)c1 | -9.2* | i |
| COc1cc2c(cc1OC)CN(C1CCC(C(C)(C)C)CC1)CC2 (configuration not stated) | i | i |
| C=CCn1c(SCC(=O)c2c(N)n(C3CC3)c(=O)[nH]c2=O)nnc1-c1ccccc1OC | i | i |
| c1ccc2c(c1)-c1cccc3cncc-2c13 | i | i |
| CC(C)(C)c1ccc(CSc2ccc(S(=O)(=O)N3CCOCC3)cn2)cc1 | i | i |
| O=C1ON(Cc2ccccc2)C(c2ccccc2)N1c1ccccc1 (configuration not stated) | i | i |
| O=C(CSC(=O)c1ccccc1)Nc1ccccc1F | i | i |
| Nc1nc(-c2ccccc2)ns1 | i | i |
| O=C(c1ccc2c(=O)n(-c3ccccc3)c(=S)[nH]c2c1)N1CCN(c2ccccc2)CC1 | i | i |
| COc1ccc(S(=O)(=O)Nc2ccccc2OC)cc1N=Nc1c(O)[nH]c(=S)[nH]c1=O | i | i |
| CC(=O)N1c2ccccc2N2C(c3c(C)c(C)cc(C)c3C)=NON12 | i | i |
| COc1ccc(CNC(=O)CN2CCN(S(=O)(=O)c3c(C)c(C)cc(C)c3C)CC2)cc1OC | i | i |
| COc1ccc(C(=O)NCc2cccc(Cl)c2)cc1S(=O)(=O)N1CCOCC1 | i | i |
| O=C(NCC(c1ccco1)N1CCCC1)c1ccc(S(=O)(=O)Nc2ccccc2Cl)cc1 (configuration not stated) | i | i |
| Cc1c(NC(=O)COC(=O)c2ccc(O)cc2)c(=O)n(-c2ccccc2)n1C | i | i |
| CN(C)S(=O)(=O)c1ccc(C(=O)Nc2ccc3nc(N4CCOCC4)sc3c2)cc1 | i | i |
| O=C(C=Cc1ccccc1)N1CCCCC1 | i | i |
| Cc1ccsc1C(=O)NNC(=O)c1cccc(S(=O)(=O)N2CCCC2)c1 | i | i |
| O=C(O)C1CCCCN1C(=O)c1ccc(S(=O)(=O)N2CCCCCC2)cc1 (configuration not stated) | i | i |
| O=C1NC(=S)NC1Cc1ccc(O)cc1 (configuration not stated) | i | i |
| Cc1ccc(-c2cc3nc(-c4ccccc4)cc(N4CCOCC4)n3n2)cc1 | i | i |

Ordered by SMILES length (highest first): part of the list above
| Molecule | KCNK3 inh | TMEM16A act |
| --- | --- | --- |
| CN(C)S(=O)(=O)c1ccc(C(=O)Nc2ccc3nc(N4CCOCC4)sc3c2)cc1 | i | i |
| O=C(O)C1CCCCN1C(=O)c1ccc(S(=O)(=O)N2CCCCCC2)cc1 (configuration not stated) | i | i |
| O=C1NC(=S)NC1Cc1ccc(O)cc1 (configuration not stated) | i | i |

Other compounds follow:
| Molecule | KCNK3 inh | TMEM16A act |
| --- | --- | --- |
| COc1ccc(C(CNC(=O)c2cccc(NS(=O)(=O)c3ccccc3)c2)N2CCCC2)cc1 (configuration not stated) | i | i |
| COc1ccccc1-c1nnc(SCC(=O)c2c(N)n(C3CC3)c(=O)[nH]c2=O)n1C | i | i |
| O=C(NC1CC1)C1CCN(S(=O)(=O)c2ccc(Cl)c([N+](=O)[O-])c2)CC1 | i | i |
| CSc1ccccc1NC(=O)CN(C)C(=O)/C=C/c1ccccc1 | i | i |
| O=C(COC(=O)c1ccccc1O)Nc1cc(S(=O)(=O)N2CCCCCC2)ccc1Cl | i | i |
| O=C1NC(=O)N(C2CCCCC2)CC1Br (configuration not stated) | i | i |
| Cc1ccccc1C(=O)NNC(=O)c1cc(S(=O)(=O)N2CCOCC2)ccc1C | i | i |
| Cc1cc(F)ccc1S(=O)(=O)Nc1ccc(C(=O)N2CCCCCC2)cc1 | i | i |
| Cc1noc(C)c1NC(=O)Nc1cccc2c1O[C@H](CN(C)S(=O)(=O)c1c(C)noc1C)[C@@H](C)CN([C@H](C)CO)C2=O | i | i |
| Nc1ccc2ccccc2c1[N+](=O)[O-] | i | i |
| CCCCOc1cc(NCc2ccccc2)c2ncn(C(C)C)c2c1 | i | i |
| CSc1nc(NCCN(C)C)c2sc3nc(-c4ccco4)c4c(c3c2n1)CCC4 | i | i |
| O=C(CCS(=O)(=O)c1ccc(F)cc1)Nc1ccc(N2CCN(Cc3ccccc3)CC2)cc1 | i | i |
| COc1cc(C(=O)OCC(=O)Nc2ccc(S(=O)(=O)NC3=NCCCCC3)cc2)cc(OC)c1OC | i | i |
| O=C(CNC(=O)c1ccccc1F)Nc1ccc2c(c1)OCO2 | i | i |
| CCOc1ccccc1NC(=O)CN1C(=O)NC(Cc2c[nH]c3ccccc23)C1=O (configuration not stated) | i | i |
| COc1ccc(NC(=O)COC(=O)c2ccc3ccccc3n2)cc1 | i | i |
| CCN(CC)C(=O)c1[nH]cnc1C(=O)Nc1ccccc1 | i | i |
| O=C(C[C@@H]1C/C=C\C[C@@H](Cc2ccc(F)cc2)C(=O)OC[C@@H]2CCCN2C1=O)N[C@H](CO)Cc1ccccc1 | i | i |
| O=C(NNC(=O)c1ccc(S(=O)(=O)N2CCCC2)cc1)c1ccc(Br)cc1 | i | i |
| O=C(COC(=O)c1nn(CCO)c(=O)c2ccccc12)Nc1ccc(Cl)c(Cl)c1 | i | i |
| COc1ccc(C(CNC(=O)c2cccc(S(=O)(=O)Nc3ccc(F)cc3)c2)N2CCCC2)cc1 (configuration not stated) | i | i |
| CCOC(=O)C1=C(COC(=O)CCc2ccc(F)cc2)NC(=O)NC1C (configuration not stated) | i | i |
| O=CNC1(c2ccccc2)CCCCC1 | i | i |
| CN(C)Cc1c(C(C)(C)O)[nH]c2ccc(C(F)(F)F)cc12 | i | i |
| COC(=O)CC1=C(c2ccc([N+](=O)[O-])cc2)CCC1=O | i | i |
| N#C/C(=C/c1ccc(-c2ccc([N+](=O)[O-])cc2)o1)c1nnc(N2CCOCC2)n1-c1ccccc1 | i | i |
| CC(C)n1nc(C(=O)NC2CCCCCC2)c2ccccc2c1=O | i | i |
| CCN(CC(=O)Nc1cc(Cl)ccc1C)C(=O)C1CC1 | i | i |
| O=C(COC(=O)c1ccc(S(=O)(=O)N2CCCCC2)cc1)NCc1ccc(F)cc1 | i | i |

Laid out differently: entries from further up
CCN(CC)C(=O)c1[nH]cnc1C(=O)Nc1ccccc1
  KCNK3 inh: i
  TMEM16A act: i
O=C(C[C@@H]1C/C=C\C[C@@H](Cc2ccc(F)cc2)C(=O)OC[C@@H]2CCCN2C1=O)N[C@H](CO)Cc1ccccc1
  KCNK3 inh: i
  TMEM16A act: i

Rewritten with values under each structure: part of the list above
Values run as follows: KCNK3 inh | TMEM16A act
CCOC(=O)C1=C(COC(=O)CCc2ccc(F)cc2)NC(=O)NC1C (configuration not stated)
 : i | i
O=CNC1(c2ccccc2)CCCCC1
 : i | i
CN(C)Cc1c(C(C)(C)O)[nH]c2ccc(C(F)(F)F)cc12
 : i | i

Remaining list, next part
| Molecule | KCNK3 inh | TMEM16A act |
| --- | --- | --- |
| CCN1C(=O)[C@H]2[C@@H](c3ccc(-c4ccc5c(c4)OCO5)cc3)N[C@@](Cc3ccccc3)(C(=O)OC)[C@H]2C1=O | i | i |
| COc1ccc(-c2cccc([C@H]3[C@@H]4C=CC[C@@H](C)[C@@H]4C(=O)N3Cc3ccccc3)c2)cc1 | i | i |
| CCOC(=O)[C@H]1[C@H]2COc3ccc(Cl)cc3[C@@H]2N2C(=O)CN(Cc3ccco3)C(=O)[C@@]12C | i | i |
| Cc1cccc(N2CCN(C(=O)c3ccc4nccnc4c3)CC2C)c1 (configuration not stated) | -9.5* | i |
| CCCN(C(=O)CSc1ccccc1C(=O)O)C1CCS(=O)(=O)C1 (configuration not stated) | i | i |
| NS(=O)(=O)c1cc(Cl)c(NC(=O)COC(=O)c2ccccn2)c(Cl)c1 | i | i |
| COc1cc(C(=O)NCCCN2CCCC2=O)ccc1OCc1ccc(Cl)cc1Cl | i | i |
| CCOc1cc(C(=O)N/N=C/c2cn(-c3ccccc3)nc2-c2cc3ccccc3o2)cc(OCC)c1OCC | i | i |
| Cc1cccc(C(=O)OCC(=O)c2ccc(CC(=O)N3CCOCC3)s2)c1C | i | i |
| O=C(CSc1n[nH]c(=O)n1C1CC1)c1c[nH]c2ccccc12 | i | i |
| Cc1ccc2c(c1)[C@@H]1[C@H](CO2)[C@H](c2ccccc2)[C@]2(C)C(=O)N[C@H](C)C(=O)N12 | i | i |
| CN(c1ccccc1)S(=O)(=O)c1ccc(C(=O)NCc2ccccc2F)cc1 | i | i |
| O=C1CCC(C(=O)OCc2nnc(-c3ccc(Br)cc3)o2)=NN1 | i | i |

Only part of the results is shown. The share of hits here may be higher or lower than overall.
